# CHO-K1 Ca antag: counter-screen for M1 antagonists: effect in parental CHO-K1 cells. ATP-induced calcium, Fluo-8 fluorescence. inhibition, % at 3 µM. 360,000 tested, 0.6% active;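 active = inhibition above a per-plate cutoff, the plate's mean sample inhibition plus 3 SD, cut at about 24% in these data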;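 note: 0% = DMSO plus EC80 ATP and 100% = DMSO alone without ATP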
# M5 ag: agonists of human muscarinic M5 receptor (CHRM5); P08912; CHO-K1 hM5 cells, Fluo-8 calcium fluorescence; 0% DMSO wells, 100% maximal acetylcholine response; 360,000 tested, 0.19% active; activation, % at 3 µM;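 active = activation above the run's mean over test compounds plus 3 SD, cut at about 23% in these data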;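 note: signal is peak over basal fluorescence ratio across the kinetic read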
# Target sequence (P08912 whole entry, looked up): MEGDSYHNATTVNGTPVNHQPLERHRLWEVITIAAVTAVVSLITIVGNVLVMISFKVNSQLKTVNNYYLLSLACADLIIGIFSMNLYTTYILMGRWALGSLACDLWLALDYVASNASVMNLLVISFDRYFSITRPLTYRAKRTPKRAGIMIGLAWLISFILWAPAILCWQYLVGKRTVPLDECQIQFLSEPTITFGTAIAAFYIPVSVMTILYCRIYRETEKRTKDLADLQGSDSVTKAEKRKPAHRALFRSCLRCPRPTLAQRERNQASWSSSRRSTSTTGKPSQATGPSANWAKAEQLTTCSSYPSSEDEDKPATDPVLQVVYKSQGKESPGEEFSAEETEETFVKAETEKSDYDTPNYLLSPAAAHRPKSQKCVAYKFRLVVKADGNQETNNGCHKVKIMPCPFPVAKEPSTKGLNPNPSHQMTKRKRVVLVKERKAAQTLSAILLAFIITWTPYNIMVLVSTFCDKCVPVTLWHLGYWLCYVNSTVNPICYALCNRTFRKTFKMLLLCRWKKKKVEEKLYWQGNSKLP
# CHO-K1 Ca ag: M1 agonist counterscreen hit in parental CHO-K1 cells | activation, % at 3 µM | 360,000 tested, 0.48% active | Fluo-8 calcium fluorescence; scaled to maximal ATP response, vehicle zero; in the data active = activation above about 15%;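 note: untransfected CHO-K1 host cells lacking M1 receptor as counterscreen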
# CHRM4 PAM: CHRM4 positive allosteric modulation; P08173; CHO-K1 hM4/Gqi5, Fluo-8 calcium fluorescence, ACh EC20; 0% = ACh EC20, 100% = maximal ACh; activation, % at 3 µM; 360,000 tested, 0.4% active;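 active = activation above its plate's cutoff, the mean activation of sample wells plus 3 SD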; note: some results filed as inactive read as strong as hits
# Target sequence (P08173 whole entry, looked up): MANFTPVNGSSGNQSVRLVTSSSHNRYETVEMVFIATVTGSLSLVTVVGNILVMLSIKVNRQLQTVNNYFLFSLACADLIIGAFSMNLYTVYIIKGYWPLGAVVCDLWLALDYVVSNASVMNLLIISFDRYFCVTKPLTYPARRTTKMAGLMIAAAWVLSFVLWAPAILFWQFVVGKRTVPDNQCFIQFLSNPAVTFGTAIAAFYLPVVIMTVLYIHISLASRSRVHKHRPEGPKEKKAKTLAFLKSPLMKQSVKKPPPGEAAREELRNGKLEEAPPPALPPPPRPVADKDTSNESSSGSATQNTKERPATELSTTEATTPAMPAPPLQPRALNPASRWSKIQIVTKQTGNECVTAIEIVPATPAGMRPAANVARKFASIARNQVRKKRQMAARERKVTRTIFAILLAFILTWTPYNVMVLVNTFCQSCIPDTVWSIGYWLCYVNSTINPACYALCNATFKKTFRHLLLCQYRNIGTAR
# CHRM5 PAM: potentiates acetylcholine response at human M5 receptor; CHO-K1 hM5, Fluo-8 calcium, ACh EC20 PAM; 0% = ACh EC20, 100% = ACh EC100; 360,000 tested, 0.3% active; activation, % at 3 µM; P08912;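 active = activation above the run cutoff, the mean activation of all test compounds plus 3 SD, cut at about 18% in these data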
#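 system = human M5 receptor in CHO-K1 cells | compound = one concentration, 3 µM final (nominal) | schedule = Post-acetylcholine fluorescence recording 140 s | signal = Fluo-8 calcium dye fluorescence, kinetic read | benchmarks = low control EC20 acetylcholine (0%), high control EC100 acetylcholine (100%) | repeats = singlicate, one well per test compound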
# CHRM4 agonist: agonists of human muscarinic M4 receptor (CHRM4) | activation, % at 3 µM | CHO-K1 hM4/Gqi5, Fluo-8 calcium fluorescence; vehicle 0%, full acetylcholine response 100% | 360,000 tested, 0.14% active | AID 624127 | P08173;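 active = activation above the run mean over all test wells plus 3 SD, cut at about 32% in these data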;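 note: peak over basal fluorescence ratio per well then scaled between controls; 0% = DMSO wells and 100% = acetylcholine at EC100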
# M4 antag: CHRM4 antagonism in calcium assay; CHO-hM4 cells, ACh EC80, Fluo-8 calcium fluorescence; inhibition, % at 3 µM; 360,000 tested, 0.73% active; AID 624125;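 active = inhibition above its plate's cutoff, the mean inhibition of sample wells plus 3 SD, cut at about 27% in these data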;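 note: 0% = acetylcholine EC80 with DMSO and 100% = DMSO without agonist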
# M1 PAM parental: M1 PAM counterscreen hit in parental CHO-K1 cells. ATP EC20, Fluo-8 calcium fluorescence; 0% at ATP EC20, 100% at ATP max. activation, % at 3 µM. 360,000 tested, 0.02% active. AID 602247;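 active = activation above the run cutoff, the mean activation of all test compounds plus 3 SD, cut at about 40% in these data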;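 note: peak over basal fluorescence ratio in a 140 s read after ATP addition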
# M5 antag: blocks acetylcholine activation of human M5 receptor | 360,000 tested, 0.59% active | P08912 | CHO-hM5 cells, Fluo-8 calcium fluorescence, ACh EC80 | inhibition, % at 3 µM | AID 624040;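 active = inhibition above a per-plate cutoff, the mean of that plate's test compounds plus 3 SD, cut at about 27% in these data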;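 note: 0% = acetylcholine EC80 with DMSO and 100% = DMSO without agonist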
# Numbers without * were called inactive; nt = not tested or not shown.
SMILES	CHO-K1 Ca antag	M5 antag	M1 PAM parental	M5 ag	CHO-K1 Ca ag	CHRM4 PAM	CHRM5 PAM	M4 antag	CHRM4 agonist
CCCCCCCCN1C(=O)[C@H](CC(=O)NCCCOC)C[C@@]2(C(=O)OC)CC(C)(C)CC=C12	nt	4	nt	5	nt	16	4	10	7
CCCCc1nc(SCCN2CCOCC2)c2c(=O)n(C)c(=O)n(C)c2n1	-4	13	-10	1	-0.3	-2	-3	-6	2
Cc1cc(=O)oc2c(CN3CCCC3)c(O)c(Cl)cc12	-5	11	1	-4	0.4	-2	-4	14	0
COc1ccc(/C=N/NC(=O)c2cc(-c3ccc4c(c3)OCO4)n[nH]2)cc1OC	3	4	10	0	3.9	-2	-10	-10	8
Cc1cc(C)nc(N/N=C/c2cccc3ccccc23)n1	1	-1	-11	-1	0.2	4	-2	6	1
CC(C)CC(=O)Nc1ccc(Oc2ccc(NC(=O)CC(C)C)cc2)cc1	0	-9	4	-7	0.4	-3	-4	5	1
c1ccc2[nH]c(SCc3cn4cccnc4n3)nc2c1	-11	-8	22	0	1.5	2	4	-1	2
COC(=O)c1ccc(Sc2ccc(Cl)cc2)c(N)c1	-12	0	19	-3	-0.2	-6	-5	10	-3
CCOC(=O)N1CCN(S(=O)(=O)c2ccc(F)cc2)CC1	-21	-1	0	3	0.7	3	-1	11	1
CCn1cc(Cl)c(C(=O)Nc2ccc3c(c2)OCCO3)n1	-6	2	3	2	0.1	6	-5	-19	3
COCCC(=O)N1CCC(Oc2ccc(C(=O)N3C[C@@H](C)O[C@@H](C)C3)cc2)CC1	-7	8	9	-2	0.1	3	-5	15	1
O=C1CC(NCc2ccc(F)cc2)C(=O)N1c1ccccc1 (configuration not stated)	-26	0	24	0	1.8	5	8	-20	1
O=C(NNC(=O)c1cc(Br)c(Br)s1)c1csc(N2CCOCC2)n1	-1	-1	29	4	1.2	9	8	-21	1
CC(C)c1ccccc1NC(=O)COC(=O)Cc1ccsc1	13	1	-10	-1	-0.1	-3	-6	4	0
COc1ccc(C(=O)c2c3ccccc3[n+]([O-])n2Cc2ccc(C(N)=O)cc2)cc1	-9	9	-2	4	-0.5	-2	2	2	0
O=C1NC[C@H](CCCCN2C[C@H](Cc3ccccc3)N(CCc3ccccc3)C(=O)C2=O)N(CC2CCCCC2)C1=O	-16	-11	17	-2	0.7	4	5	-12	0
COc1ccc(-c2csc(NC(=O)C3CSC4(C)CCC(=O)N34)n2)cc1 (configuration not stated)	-15	10	3	2	0.5	1	0	2	1
COc1nc(N)c(S(=O)(=O)c2ccccc2)cc1C#N	2	-3	-14	3	0.8	-1	3	8	2
C[C@H](NC(=O)[C@@H]1Cc2ccccc2CN1)C(=O)NC1CCCC1	-17	5	12	-3	1.2	6	-2	-19	0
Cc1cc(C)nc(Nc2ncc(O)n2-c2ccc(C)c(C)c2)n1	12	0	-8	1	0.4	-5	-1	13	1
Cc1ccc(OCCCCN2CCC(C)CC2)cc1	-12	6	11	-10	0.0	-12	-1	14	1
Cc1ccccc1OCC(=O)Nc1ccccc1C(=O)N1CCCCC1	-10	-9	11	-1	1.6	2	7	-5	7
O=C(CN1c2cccc3cccc(c23)S1(=O)=O)Nc1ccc(S(=O)(=O)N2CCOCC2)cc1	-7	1	-1	0	0.6	-7	1	14	0
COc1cc2c(cc1OC)C(CNC(=O)C=Cc1cc(OC)c(OC)c(OC)c1)C2 (configuration not stated)	-2	5	-7	1	0.6	6	-1	-5	3

# Only CHRM5 PAM, for 3 of the compounds above:
mol,CHRM5 PAM
COc1ccc(C(=O)c2c3ccccc3[n+]([O-])n2Cc2ccc(C(N)=O)cc2)cc1,2
O=C1NC[C@H](CCCCN2C[C@H](Cc3ccccc3)N(CCc3ccccc3)C(=O)C2=O)N(CC2CCCCC2)C1=O,5
COc1ccc(-c2csc(NC(=O)C3CSC4(C)CCC(=O)N34)n2)cc1 (configuration not stated),0

# Continuation:
SMILES	CHO-K1 Ca antag	M5 antag	M1 PAM parental	M5 ag	CHO-K1 Ca ag	CHRM4 PAM	CHRM5 PAM	M4 antag	CHRM4 agonist
CCOC(=O)N1CCN(C(=O)Nc2ccc3nc(C)sc3c2)CC1	-6	-6	18	4	0.3	0	6	0	-1
O=C(O)c1ccc(F)c(S(=O)(=O)Nc2ccccc2)c1	-6	-6	7	2	0.1	4	4	7	0
C(=N\Nc1nc2ccccc2[nH]1)/c1cccc2cccnc12	-16	10	19	2	1.9	-2	-11	0	6
CCc1ccc(NS(=O)(=O)c2ccc(C)c(C(=O)N3CCOCC3)c2)cc1	6	-13	-5	-2	0.2	2	11	-3	1
CC(CC(=O)Nc1cccnc1)c1ccccc1 (configuration not stated)	-8	2	-7	2	0.3	1	0	-3	1
O=C(NCc1ccc2c(c1)OCO2)C(=S)N1CCOCC1	-12	5	11	2	1.0	-7	2	0	1
CCOC(=O)C1CCN(C(=O)CCNC(=O)Cn2ccc3ccccc3c2=O)CC1	-3	-1	13	2	0.2	-5	-2	17	-1
O=[N+]([O-])c1cc(S(=O)(=O)/N=C(/c2ccccc2)N2CCOCC2)ccc1Cl	10	4	0	-2	-0.1	0	0	6	0
C/C(=N\NC(=O)C12CCC(C)(C(=O)O1)C2(C)C)c1ccccc1O (configuration not stated)	-17	4	12	-3	0.8	1	1	8	2
CCn1c(=O)n(CC)c2cc(S(N)(=O)=O)ccc21	2	0	4	1	1.1	2	-2	-1	1
COc1ccccc1CCNC(=O)c1ccc2nc[nH]c2c1	-2	2	15	-4	0.7	8	-4	-16	2
Cc1cccc(NC(=O)c2ccc3nccnc3c2)n1	6	9	-1	-4	0.3	8	0	-4	2
Cc1ccc2nc(CSc3nnc(-c4ccncc4)n3C)cc(=O)n2c1	-3	-1	11	4	0.7	3	8	1	0
COc1ccc(S(=O)(=O)NCCC(=O)NC(C)c2ccccc2)cc1 (configuration not stated)	-8	5	-3	2	0.9	9	-3	-6	2
Cc1ccc(NC(=S)N(CCN(C)C)Cc2cc3cc(C)cc(C)c3[nH]c2=O)cc1	-14	4	24	9	0.3	-3	2	4	1
COCCSc1nnc(NC(=O)c2cc(OC)c(OC)cc2[N+](=O)[O-])s1	3	-11	-5	1	-0.4	8	3	1	1
CN(C)/C=C(\c1cnc(Cl)s1)S(=O)(=O)c1ccccc1	-6	10	15	-2	0.8	-10	-1	12	0
CCCCn1c(SCC(=O)N2CCOCC2)nnc1-c1cccs1	2	4	17	0	-0.1	2	3	3	0
Cc1cccc(C)c1OCCOC(=O)c1cccc(S(=O)(=O)N2CCOCC2)c1	-3	11	1	-4	1.2	-3	-16	1	6
CCOc1ccc2nc(NC(=O)CN3CCOCC3)sc2c1	-8	4	13	1	1.3	13	2	-2	4
O=C1CC(c2ccccc2)CN1C(=O)c1cccc([N+](=O)[O-])c1 (configuration not stated)	8	1	10	0	0.3	4	-1	3	2
Cc1cc(OCC(=O)c2ccc(F)cc2)ccc1N1C(=O)CCC1=O	-9	6	17	-3	1.6	-2	0	-2	2
O=C(CCCOc1ccc(Cl)cc1Cl)Nc1nnc(C2CC2)s1	-2	-4	-10	-2	0.4	-2	8	-3	0
COC(=O)c1cccc(N2C(=O)C(Cl)=C(N3CCOCC3)C2=O)c1	9	-7	-5	2	-0.1	5	2	3	1
O=C(/C=C/c1ccccc1Cl)Nc1ccncc1	-2	-7	24	6	2.0	5	8	0	4
CC(N)c1csc(Nc2ccc(C(=O)NCCO)cc2)n1 (configuration not stated)	-16	-8	16	1	0.8	1	2	-9	1
CC(=O)c1ccccc1OCCCN1CCCCC1	-9	-1	4	-12	-0.3	-10	-11	10	1
COc1cc(C(=O)Nc2ccc(Oc3ncnc4sc(-c5ccccc5)cc34)cc2)cc(OC)c1OC	-3	0	-6	-2	0.3	12	1	9	1
CN1CCN(c2nc3c(c(=O)n(C)c(=O)n3C)n2Cc2ccccc2Cl)CC1	0	7	1	-3	0.0	-4	-5	12	0
O=S(=O)(NCc1csc(-c2cccnc2)n1)c1ccc(Cl)s1	6	0	10	2	3.3	-8	-7	-9	3
CCOC(=O)C1C(=O)OC(C)(C)C1C(CC)C(=O)c1ccccc1 (configuration not stated)	-19	-11	23	1	1.0	2	12	5	1
CC(C)CN(C(=O)CSc1ncnc2ccccc12)C1CCS(=O)(=O)C1 (configuration not stated)	-23	-9	2	1	0.3	12	0	-17	1
Cn1c(SCC(=O)Nc2ccc(NC(=O)c3ccccc3)cc2)nnc1-c1ccncc1	-15	1	10	-2	1.1	-4	6	7	0
CN(C)CCN1CCN(C2CN(CCc3ccccc3)S(=O)(=O)C2)CC1 (configuration not stated)	7	5	5	1	0.4	10	-4	-10	1
Cc1ccc([C@H]2N[C@]3(CCCN(Cc4ccc(C(F)(F)F)cc4)C3=O)[C@H]3C(=O)N(C)C(=O)[C@@H]23)cc1	2	4	-1	0	0.9	-3	1	-6	6
CC(=O)Nc1ccc(CN2CCN(C3CCCC3)C(CCO)C2)cc1 (configuration not stated)	-14	4	16	-15	0.1	-24	5	35*	0
COc1ccccc1CNC(=O)N1CCN(S(=O)(=O)c2ccccc2)CC1	-5	12	11	-3	1.3	-4	0	3	3
COC(=O)c1ccc(CSc2nnnn2-c2ccccc2)o1	-3	-4	17	-2	0.6	-2	-3	5	1
CCc1cc(C(=O)OC)c(NC(=O)c2cc(Br)cs2)s1	9	4	-8	-2	-0.4	0	5	-14	0
CCc1ccc(Nc2n[n+](C)c(-c3ccncc3)s2)cc1	0	20	-15	-2	-0.7	0	-18	15	-1
CN(C(=O)COC(=O)c1ccc(=O)n(Cc2ccccc2)n1)c1ccccc1	-18	-13	7	-7	0.9	1	1	-22	3
Cc1ccc(C(=O)NCCCNC(=O)Cc2ccc(Cl)cc2)cn1	7	-7	-7	4	-0.2	-1	1	0	1
COc1ccc(NC(=O)COC(=O)c2ccccc2SCC(=O)N2CCCC2)cc1	4	4	5	-1	1.8	-5	-7	-13	8
Cc1cccn2c(=O)c3cc(C(=O)N4CCCCC4C)sc3nc12 (configuration not stated)	-5	1	16	-1	0.7	8	4	-5	2
O=C(c1sc2ccccc2c1Cl)N(Cc1ccccc1Cl)C1CCS(=O)(=O)C1 (configuration not stated)	-16	-4	4	1	0.9	-1	-2	-6	4
N#CCC(=O)c1ccccc1Oc1ccc(Cl)cc1	2	-4	20	-1	3.4	3	-1	-13	2
CCN(C(=O)/C=C/c1ccc(OC)cc1)C1CCCCC1	-10	3	-10	-9	0.8	-5	4	1	0
C#CCNC(=O)C1=C[C@@H](c2coc3ccccc3c2=O)C[C@@H](OCc2ccc(CO)cc2)O1	2	7	-9	1	-0.2	1	-2	-2	6
CC(C)(C)S(=O)(=O)N1C[C@@H]2C(=CC[C@H]3C(=O)N(c4ccccc4)C(=O)[C@@H]23)[C@@H]1CCO	-3	-1	4	1	0.3	9	2	-10	1
COC(=O)c1cnc(Oc2ccc(NC(=O)NC(=O)c3c(F)cccc3Cl)cc2)cc1C(F)(F)F	-6	13	9	1	0.3	3	1	-1	0
